# Screens (PubChem BioAssay)
# USP1 inh = blocks the human USP1/UAF1 deubiquitinase complex. O94782. recombinant USP1/UAF1, Ub-Rhodamine cleavage fluorescence. Potency, µM (highest dose often 57.1 µM), for the others: at the highest dose activity change, negative = inhibition, most hits filed as inhibitors. 390,000 tested, 0.23% active; further: potency means the concentration at half of the fitted maximal effect; on the % scale 0 is the no-effect control and ±100 the full control effect; nearly all actives have a fitted effect of over 60% in size; inactives centre near -12
# Target sequence (O94782 whole entry, looked up): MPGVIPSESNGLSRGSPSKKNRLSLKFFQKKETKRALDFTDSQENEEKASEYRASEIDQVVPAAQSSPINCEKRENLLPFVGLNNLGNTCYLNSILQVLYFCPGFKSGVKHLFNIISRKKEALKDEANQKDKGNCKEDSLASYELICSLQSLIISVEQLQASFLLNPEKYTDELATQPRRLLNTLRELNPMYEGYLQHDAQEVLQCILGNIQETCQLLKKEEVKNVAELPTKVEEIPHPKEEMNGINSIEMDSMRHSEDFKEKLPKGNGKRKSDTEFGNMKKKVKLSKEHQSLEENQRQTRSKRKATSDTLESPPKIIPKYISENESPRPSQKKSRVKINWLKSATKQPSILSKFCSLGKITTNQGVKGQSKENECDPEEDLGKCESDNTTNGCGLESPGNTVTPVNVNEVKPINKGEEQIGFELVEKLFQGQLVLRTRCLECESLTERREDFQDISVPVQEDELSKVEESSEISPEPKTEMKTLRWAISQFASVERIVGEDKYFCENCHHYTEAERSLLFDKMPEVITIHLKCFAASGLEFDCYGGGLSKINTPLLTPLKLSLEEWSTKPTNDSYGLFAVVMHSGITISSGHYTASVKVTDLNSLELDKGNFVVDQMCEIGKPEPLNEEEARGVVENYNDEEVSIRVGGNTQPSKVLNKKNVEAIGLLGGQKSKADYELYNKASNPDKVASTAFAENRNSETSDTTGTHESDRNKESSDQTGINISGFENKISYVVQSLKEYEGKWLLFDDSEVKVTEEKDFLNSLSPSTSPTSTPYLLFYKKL
#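 USP1/UAF1 complex at 1 nM was preincubated with compound for 15 min at room temperature, then Ub-Rho substrate (150nM final) was added. Fluorescence (480/540 nm) was read kinetically, 6 reads every 60 seconds.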
# HP1b chromo inh = HP1-beta chromodomain-methylated histone interaction inhibition. AlphaScreen HP1-beta / biotin-H3K9me3 peptide binding. AID 540317. 390,000 tested, 0.56% active. P83916. Potency, µM (top dose mostly 114 µM), without a hit: at the top dose activity change, negative = inhibition, hits mostly inhibitors; further: potency means the concentration at half of the fitted maximal effect; nearly all actives have a fitted effect of over 70% in size; inactives centre near 23
#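 Compound inhibition of the preformed complex between 50 nM HP1-beta and 50 nM biotinylated H3K9me3 peptide was read by AlphaScreen. Buffer was PBS pH 7.4 with 0.01% Tween-20. Incubations ran 30 min at room temperature, with 10 ug/mL donor/acceptor beads.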
# TrxR1 substrate = rat thioredoxin reductase 1 substrate activity. 390,000 tested, 0.01% active. Potency, µM (titrated, usually from 114 µM), without a hit: top-dose activity change, negative = substrate turnover. AID 588456. O89049. purified TrxR1 substrate turnover, NADPH consumption readout; further: potency means the concentration at half of the fitted maximal effect; on the % scale 0 is the no-effect control and ±100 the full control effect; nearly all actives have a fitted effect of over 50% in size
#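 Rat TrxR1, dispensed at 90 nM, was prereduced with 400 uM NADPH (final) for 5 min at ~22 deg C, then incubated with compound 15 min before 400 uM selenite. A first-read NADPH fluorescence drop versus no-compound background flagged substrates.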
# TrxR1 inh = blocks rat thioredoxin reductase 1. recombinant rTrxR1, NADPH fluorescence consumption, selenite substrate. 390,000 tested, 1% active. O89049. Potency, µM (series often up to 114 µM), inactives show at the top dose activity change, negative = inhibition, most hits filed as inhibitors; further: potency means the concentration at half of the fitted maximal effect; on the % scale 0 is the no-effect control and ±100 the full control effect; nearly all actives have a fitted effect of over 65% in size
#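 Rat TrxR1 (90 nM in the dispensed reagent) was pre-reduced with 400 uM NADPH for 5 min at room temperature, then incubated with compound for 15 min. After 400 uM selenite was added, NADPH fluorescence (Ex 340/Em 450 nm) was followed for 8 min.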
# Pin1 inhibitor = human Pin1 inhibition; Pin1 FP peptide displacement, HiFluor488, 10 min; Potency, µM (titrated, usually from 115 µM), for the others: at the top dose activity, negative = inhibition, actives largely listed as inhibitors; 390,000 tested, 0.009% active; active means well fitted inhibition curve with a large enough effect in the polarisation, with a control signal flat, not every such curve was filed as active; inconclusive means small, poorly fitted or top-dose-only effect, or effect the other way, or a change in a side signal; inactive means no such curve, though single readings can be large or run the other way; the % refers to the polarisation; further: potency means the concentration at half of the fitted maximal effect; on the % scale 0 is the no-effect control and ±100 the full control effect
# Target sequence (Q13526 whole entry, looked up): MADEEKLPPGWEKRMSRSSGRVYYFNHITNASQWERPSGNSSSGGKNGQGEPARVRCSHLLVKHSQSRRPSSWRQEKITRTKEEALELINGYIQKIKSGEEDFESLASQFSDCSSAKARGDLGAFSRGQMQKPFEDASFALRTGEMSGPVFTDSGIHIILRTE
# Tb PGK inh = inhibitors of T. brucei phosphoglycerate kinase. P07378. PGK/GAPDH coupled, Kinase-Glo luminescence, 60 min. Potency, µM (series often up to 57.5 µM), without a hit: at the highest dose activity change, negative = inhibition, actives largely listed as inhibitors. 380,000 tested, 0.043% active; further: potency means the concentration at half of the fitted maximal effect; on the % scale 0 is the no-effect control and ±100 the full control effect; nearly all actives have a fitted effect of over 60% in size
#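 Luminescent ATP detection (Kinase-Glo Plus) follows a 60-minute room-temperature incubation, with wells lacking PGK as controls. Buffer: 100 mM TEA (pH 7.6), 5 mM MgCl2, 0.01% Tween-20. Coupling enzyme GAPDH (100 nM final) supplies unstable 1,3-BPG in-well.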
# PI4K2A inh = PI4K2A (human) kinase inhibition; Q9BTU6; purified PI4K2A, ADP-Glo luminescence, 1 h; hits give low values; activity change, negative = inhibition, % at 76.9 µM; 420,000 tested, 0.13% active; AID 1346378; in the data active means activity change below about -50%; inconclusive means mostly about -30% to -49%;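 further: -100% = wells without enzyme as full effect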
#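 ADP-Glo luminescence measured ADP generated by PI4K2A enzyme (4 ug/mL before mixing) with 1.2 mM PI substrate (pre-mix) and 300 microM ATP (pre-mix). Tris pH7.5 buffer with MgCl2, Triton X-100; 1 h reaction at ambient temperature.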
# GLS inh = glutaminase GLS (human) inhibition; O94925; GLS enzymatic activity, qHTS titration; Potency, µM (titrated, usually from 45.5 µM), for inactives: top-dose activity change, negative = inhibition, actives largely listed as inhibitors; 410,000 tested, 0.21% active; further: potency means the concentration at half of the fitted maximal effect; on the % scale 0 is the no-effect control and ±100 the full control effect
#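 Glutamate formation by hKGA was monitored fluorometrically using coupled glutamate oxidase, HRP and Amplex Red. Substrate was added as 1 mM L-glutamine solution; incubation was 30 min at RT after an initial read.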
# IDH1 R132H inh = blocks human mutant IDH1 R132H enzyme | IDH1-R132H enzyme, NADPH consumption, diaphorase/resazurin fluorescence | O75874 | 390,000 tested, 0.093% active | AID 602179 | Potency, µM (series often up to 76.6 µM), inactives show at the top dose activity change, negative = inhibition, usual class: inhibitors; further: potency means the concentration at half of the fitted maximal effect; on the % scale 0 is the no-effect control and ±100 the full control effect; nearly all actives have a fitted effect of over 65% in size
#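 IDH1-R132H (0.5 ug/mL dispensed) in pH 7.5 Tris buffer was preincubated 30 min with compound, then given a substrate mix of 0.016 mM NADPH and 2 mM alpha-KG for 80 min at room temperature; remaining NADPH was read by diaphorase/resazurin fluorescence.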
# Active calls of the source: *; i = inactive; ? = inconclusive; . = no result given; & = joins results of further samples; [ ] = another dose, or the depositor's remark. Unless noted, the call rests on the fitted dose curve; in most records, active means well fitted curve in the direction sought with a large enough effect; inconclusive means small, poorly fitted or top-dose-only effect, or another doubt; inactive means no such curve, though single readings can be large; an effect the other way counts as inactive or inconclusive. These rows are one share of the data; the hit share may differ from the screen's.
SMILES,USP1 inh,HP1b chromo inh,TrxR1 substrate,TrxR1 inh,Pin1 inhibitor,Tb PGK inh,PI4K2A inh,GLS inh,IDH1 R132H inh
O=C(Nc1ccc2c(c1)OCO2)C1Cc2ccccc2CN1S(=O)(=O)c1cccs1 (stereo unspecified),-27%,-5%,-5%[57.1 µM],-6%[57.1 µM],-2%,-3%,-27,1%,2%
CC(C)NC(=O)CSc1nnc(-c2ccc(S(=O)(=O)N3CCCC3)cc2)n1CC1CCCO1 (stereo unspecified),-17%,42%[activator],6%,2%,-6%,0%,1,-2%,2%
COc1ccccc1C(=O)NCc1nc2cccnc2n1Cc1ccc(F)cc1,1%,26%[57 µM],-7%[57.1 µM],1%[57.1 µM],-2%,2%,0,-3%,-3%
CCOc1ccc(CCNC(=O)CCc2c(C)nc3cc(-c4ccccc4OC)nn3c2C)cc1,-18%,33%,60%[activator],73%[activator],?,-3%,2,-13%,-10%
CC(C)(CNc1ccc([N+](=O)[O-])cc1Cl)N1CCOCC1,?,-23%,2%,11%,-3%,-6%,6,9%,11%
CC(=O)N1CCCc2cc(S(=O)(=O)N3CCCC(C(=O)Nc4cc(Cl)ccc4C)C3)ccc21 (stereo unspecified),-10%,28%[57 µM],-6%[57.1 µM],-2%[57.1 µM],5%,i,-6,-5%,13%
COc1cc(O)c(C(CC(=O)N2CCOCC2)c2ccc3c(c2)OCO3)c(OC)c1 (stereo unspecified),-9%,21%&4%,-2%&9%,4%&31%,-3%&-4%,-6%,-8,24%,2%
COC(=O)c1ccc(COc2ccccc2/C=C(\C#N)C(=O)Nc2ccccc2C)cc1,-15%,32%,8%,9%,-4%,5%,1,3%,-1%
CC1=CC2=NC(=O)/C(=C\c3cccn3CCOc3ccc(C)c(C)c3)C(=N)N2O1,-4%,-16%,-2%[57.1 µM],-4%[57.1 µM],41%[activator],0%,3,1%,-2%
Cc1ccccc1C(=O)Nc1c2c(nc3ccccc13)CCCC2,-6%,21%,-9%,1%,-1%,-9%,-4,-2%,-2%
COc1cccc(C(=O)NCCS(=O)(=O)N2CCCCCC2)c1,-6%,15%,-8%,-13%,1%,-6%,-1,2%,-1%
COc1ccc(C)cc1NC(=O)Nc1cnccn1,-24%,32%,4%,20%,3%,-4%,3,-7%,1%
CCOc1ccccc1N1C(=O)CC(Sc2n[nH]c(-c3ccccc3)n2)C1=O (stereo unspecified),-10%,13µM*,7%[57.1 µM],1µM*,4%,-4%,2,?,15%
CCCCOc1ccc(CCC(=O)N/N=C/c2ccco2)cc1,-13%,6%,-16%[57.1 µM],21%[57.1 µM],0%,-10%,-2,0%,8%
CCCC1COC(Cn2cncn2)(c2ccc(C)cc2)O1 (stereo unspecified),12%,27%,-1%[57.1 µM],19%,-6%,i,0,-4%,0%
COc1ccc(C2CC(c3ccccc3)Nc3nc(NS(C)(=O)=O)nn32)cc1 (stereo unspecified),-23%,42%[activator],10%,37%,1%,i,-6,20%,2%
COc1ccc(NC(=O)c2sccc2SCc2cccc(C(F)(F)F)c2)cc1,-6%,78%[activator],2%,16%,1%,3%,0,-7%,11%
COc1ccccc1NC(=O)C(C)OC(=O)COc1cccc2c1OC(C)(C)C2 (stereo unspecified),-16%,64%[activator],-4%,-4%,-1%,0%,2,-6%,3%
COc1ccc(OC)c(S(=O)(=O)NCc2csc(-c3ccccc3)n2)c1,2%,24%,2%,11%,1%,-6%,-1,0%,5%
COc1cccc(S(=O)(=O)Nc2ccc3sc(C)nc3c2)c1,-5%,26%,-3%,6%,-11%,-1%,-7,4%,13%
COc1cc(C(CCN2CCCC2)c2c(OC)cc(OC)c3c2OC(=O)CC3c2ccc(N(C)C)cc2)cc(OC)c1OC (stereo unspecified),.,?,2%,11%,8%,.,.,.,.
Cc1cc(C)c(C#N)c(SCc2ccc(C(=O)O)cc2)n1,-21%,84%[activator],-2%,6%,6%,i,10,-7%,2%
COc1ccccc1CNC(=O)CN1C(=O)NC(c2ccccc2)(c2ccccc2)C1=O,-24%,7%[57 µM],10%[57.1 µM],-2%[2.29 µM],-4%,-6%,-2,-2%,-5%
COc1ccc(C(CNC(=O)c2oc3cc(Br)ccc3c2C)N2CCCCC2)cc1 (stereo unspecified),-7%&-21%,5%[57 µM],-2%&-14%,4%&-14%,1%&-5%,-3%,-2&0,9%&2%,-5%&1%
CCCCSCCCNC(=O)Nc1ccc(C)c(C)c1,-10%,25%,-10%,-9%[57.1 µM],-1%,4%,-15,5%,0%
Cc1c(C(=O)N2CCCCC2CCN2CCCC2=O)oc2c(F)cccc12 (stereo unspecified),4%,36%,1%,1%,-15%,-6%,-4,10%,-2%
Oc1ccc(C(=S)N2CCCCC2)cc1,-8%,-21%,-2%,-10%,-8%,i,5,19%,10%
CCC12CN3CC(CC)(CN(C1)C3c1c[nH]c3ccccc13)C2=O (stereo unspecified),-6%,-1%,-6%[57.1 µM],-1%[57.1 µM],-1%,0%,4,-10%,8%
CCOc1ccc(-c2nc(CSCC(=O)N3CCN(c4ccc(F)cc4)CC3)c(C)o2)cc1,-3%,23%,5%[57.1 µM],4%[57.1 µM],0%,3%,-2,10%,0%
CC1CN(Cc2ccccc2)c2nc3c(c(=O)n(C)c(=O)n3C)n2C1 (stereo unspecified),-7%,18%,3%,6%,5%,6%,-1,7%,7%
C#CCOc1ccc(/C=C2/C(=O)ON=C2C)cc1OCC,-19%,-3%,-2%[57.1 µM],?,2%,-1%,0,-15%,0%
CC(=O)c1ccccc1NC(=O)COC(=O)CN1C(=O)C2CCCCC2C1=O (stereo unspecified),-21%,34%[activator],6%,22%,-2%,5%,-2,-1%,1%
COc1ccc(CNC(=O)c2cc(Nc3ccc(OC)cc3OC)nc3ccccc23)cc1,-7%,18%,0%,28%,-1%,-9%,2,12%,-10%
CC(=O)Nc1ccc(S(=O)(=O)N2CCN(C(=O)c3ncoc3-c3ccccc3C)CC2)cc1,-3%,11%,-1%[57.1 µM],8%[57.1 µM],-3%,-5%,4,4%,9%
CCN(CC)C(=O)c1ccccc1NS(=O)(=O)c1cccs1,-7%,25%,5%,16%,-2%,8%,-5,18%,-1%
Cc1ccc(Cc2nc3ccccc3nc2SCC(=O)N2CCCCC2C)cc1 (stereo unspecified),-25%,31%[57 µM],-5%[57.1 µM],11%[57.1 µM],7%,-7%,5,8%,4%
Cc1ccccc1NC(=S)NC(C)C(c1ccccc1)N1CCN(C)CC1 (stereo unspecified),-20%,19%,10%[57.1 µM],16%[57.1 µM],-5%,-4%,1,-4%,17%
CCOC(=O)N1CCN(Cc2nc(-c3cccc(C)c3)no2)CC1,-11%,40%[activator],10%,14%,0%,0%,-2,-4%,1%
Cc1ccc(S(=O)(=O)CCC(=O)OC(C)C(=O)NC2CCCCC2C)cc1 (stereo unspecified),2%,8%,4%,11%,-9%,-7%,6,9%,4%
COc1ccc(/C=C2\SC(=O)N(CCNC(=O)C3CCN(S(=O)(=O)c4cccs4)CC3)C2=O)cc1,-5%,3%,-5%,1%,14%,-4%,-3,0%,2%
Cc1cncn1CCc1nc2c3ccccc3nc(SCC(=O)Nc3ccccc3F)n2n1,-29%,22%,6%[57.1 µM],19%[57.1 µM],8%,-8%,-6,-15%,13%
CCOc1ccc(NC(=O)CSc2nnc(Cc3csc(C)n3)o2)cc1,-1%,15%,4%[57.1 µM],10%,0%,-8%,-2,4%,14%
COc1cc(/C=C2\SC(=S)N(C(Cc3ccccc3)C(=O)O)C2=O)ccc1O (stereo unspecified),-24%,?,-19%,-14%,?,-13%,-1,-4%,-5%
OC1(c2ccc(OC(F)F)cc2)CSC(=Nc2cccnc2)N1C1CC1 (stereo unspecified),4%,-19%,-4%,-11%[57.1 µM],6%,-2%,-3,-9%,-3%
CCOC(=O)N1CCc2c(sc3c2c(=O)n(Cc2ccccc2)c(=O)n3Cc2cc(C)ccc2C)C1,-15%,25%,9%,25%,-7%,-6%,1,-1%,-9%
COc1ccc(-c2cnn3c4c(c(C)nc23)CCN4C2CCCC2)cc1OC,-4%,19%,-4%,-11%,4%,0%,1,7%,-3%
O=C(c1ccc(-n2cncn2)c([N+](=O)[O-])c1)N1CCN(S(=O)(=O)c2ccccc2F)CC1,-5%,22%,-10%,-8%,-4%,-8%,2,-4%,2%
S=c1[nH]nc(-c2ccc(Cl)cc2Cl)n1-c1ccc(Cl)cc1,-14%,16%,-6%,-8%,1%,i,4,?,9%
COc1ccc(C(=O)OCC(=O)Nc2ccc3[nH]c(=O)[nH]c3c2)cc1,-17%,35%,-2%,13%,12%,i,-1,-11%,4%
Cn1c(SCC(=O)NC2CCCC2)nnc1-c1ccncc1,-20%,34%,7%,14%,-8%,-1%,3,-3%,5%
O=C(Cc1ccccc1)Nc1ccccc1Sc1ccccc1,-15%,195%[activator],-8%,-7%,-5%,2%,3,-9%,5%

# Some of the entries above, set out differently:
# Every second line gives: USP1 inh, HP1b chromo inh, TrxR1 substrate, TrxR1 inh, Pin1 inhibitor, Tb PGK inh, PI4K2A inh, GLS inh, IDH1 R132H inh
S=c1[nH]nc(-c2ccc(Cl)cc2Cl)n1-c1ccc(Cl)cc1
  -14%, 16%, -6%, -8%, 1%, i, 4, ?, 9%
COc1ccc(C(=O)OCC(=O)Nc2ccc3[nH]c(=O)[nH]c3c2)cc1
  -17%, 35%, -2%, 13%, 12%, i, -1, -11%, 4%
